Assay outcomes (PubChem)
ABCB1 block = ABCB1 efflux pump inhibitors, primary screen, cell-based, multiplex, flow cytometry, ABCG2 counter-screen; AID 1326, 2008; CCRF-Adr cells, JC-1 efflux; inhibition, % at 6.6 µM; ATP-dependent translocase ABCB1 (Homo sapiens), P08183; 190,000 tested, 0.067% active; in the data active = inhibition above about 40%;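 note: 0% = vehicle and 100% = reference inhibitor; higher value means more JC-1 retained so stronger ABCB1 efflux block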
RGS4-Gao reg = modulators of RGS4 binding to Galphao, primary screen, biochemical, multiplexed bead flow cytometry | Guanine nucleotide-binding protein G(o) subunit alpha (Homo sapiens), P09471 | actives lie on both sides | binding response (% of control), % at 10 µM | 220,000 tested, 0.33% active | AID 1415, 2008; in the data active = binding response below about 49% or above about 150%; inactive = in between;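 note: fluorescent Galphao activated with aluminum fluoride binding bead-coupled RGS4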
Target sequence (P09471 whole entry, looked up): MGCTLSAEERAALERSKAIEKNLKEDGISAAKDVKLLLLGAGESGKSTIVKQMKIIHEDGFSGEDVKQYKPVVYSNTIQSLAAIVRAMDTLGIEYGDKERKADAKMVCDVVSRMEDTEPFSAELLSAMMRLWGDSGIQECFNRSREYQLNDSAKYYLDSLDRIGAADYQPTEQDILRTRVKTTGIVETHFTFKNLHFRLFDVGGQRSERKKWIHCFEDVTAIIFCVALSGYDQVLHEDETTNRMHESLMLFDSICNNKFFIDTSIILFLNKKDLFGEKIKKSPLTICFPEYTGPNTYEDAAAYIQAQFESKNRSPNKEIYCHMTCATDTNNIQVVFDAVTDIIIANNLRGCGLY
Bcl-B Bim block = inhibitors of Bim-Bcl-B binding, primary screen, biochemical, multiplexed, human Bcl-2 family. Bcl-2-like protein 10 (Homo sapiens), Q9HD36. bead-based flow cytometry, Bim peptide-Bcl-B binding. inhibition, % at 10 µM. 190,000 tested, 0.073% active. AID 951, 2007;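 note: 0% = tracer peptide without compound and 100% = reference inhibitor peptide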
Target sequence (Q9HD36 whole entry, looked up): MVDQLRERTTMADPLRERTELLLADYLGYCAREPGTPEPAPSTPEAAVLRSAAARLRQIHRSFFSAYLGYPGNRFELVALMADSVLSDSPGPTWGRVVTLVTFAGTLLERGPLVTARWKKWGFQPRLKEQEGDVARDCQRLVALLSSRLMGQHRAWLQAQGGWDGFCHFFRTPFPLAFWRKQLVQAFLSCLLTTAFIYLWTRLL
Mcl-1 Bim block = inhibitors of Bim peptide binding to Mcl-1, primary screen, biochemical, bead-based flow cytometry, multiplex; Induced myeloid leukemia cell differentiation protein Mcl-1 (Homo sapiens), Q07820; Bim peptide-Mcl-1 binding; inhibition, % at 10 µM; 190,000 tested, 0.1% active;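 note: 0% = no compound tracer wells and 100% = peptide blocker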
Bim-Bcl-XL = inhibitors of Bim-Bcl-XL binding, primary screen, biochemical, multiplexed, bead flow cytometry, human Bcl-XL; Bcl-2-like protein 1 (Homo sapiens), Q07817; Bim peptide-Bcl-XL binding, fluorescence; inhibition, % at 10 µM; 190,000 tested, 0.04% active; AID 1007, 2008
Target sequence (Q07817 whole entry, looked up): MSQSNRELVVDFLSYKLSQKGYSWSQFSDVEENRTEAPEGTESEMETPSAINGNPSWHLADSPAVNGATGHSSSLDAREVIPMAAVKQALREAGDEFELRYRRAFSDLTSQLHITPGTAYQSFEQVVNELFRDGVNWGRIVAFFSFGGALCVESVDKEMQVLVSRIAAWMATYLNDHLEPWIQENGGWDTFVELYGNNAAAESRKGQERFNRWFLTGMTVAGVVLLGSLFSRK
RGS8-Gao = RGS8-Galphao binding modulators, primary screen, biochemical, multiplexed bead flow cytometry. 220,000 tested, 0.34% active. response (percent of control binding), % at 10 µM. AID 1423, 2008. actives lie on both sides; in the data active = response below about 60% or above about 140%; inactive = in between;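 note: Galphao activated as the GDP aluminium fluoride complex binding bead-coupled RGS8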
Bfl-1 Bim block = inhibitors of Bim binding to Bfl-1, primary screen, biochemical, multiplexed, bead-based flow cytometry | Bcl-2-related protein A1 (Homo sapiens), Q16548 | Bim-Bfl-1 binding inhibition | inhibition, % at 10 µM | 190,000 tested, 0.12% active | AID 1008, 2008;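 note: 0% = wells without compound plus tracer and 100% = blocker peptide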
RGS7-Gao reg = RGS7-Galphao binding modulators, primary screen, biochemical, multiplexed bead flow cytometry | Guanine nucleotide-binding protein G(o) subunit alpha (Homo sapiens), P09471 | actives lie on both sides | binding response (% of control), % at 10 µM | 220,000 tested, 0.35% active | AID 1439, 2008; in the data active = binding response below about 49% or above about 150%;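 note: fluorescent Galphao held in activated GDP-AlF4 state binding bead-coupled RGS7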
Bcl-2 Bim block = inhibitors of Bim-Bcl-2 binding, primary screen, biochemical, multiplexed, human Bcl-2 family; 190,000 tested, 0.06% active; Bead-based flow cytometry, Bim peptide-Bcl-2 binding; inhibition, % at 10 µM; in the data active = inhibition above about 40%;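 note: 0% = no compound wells with probe peptide and 100% = reference peptide inhibitor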
Target sequence (P10415 whole entry, looked up): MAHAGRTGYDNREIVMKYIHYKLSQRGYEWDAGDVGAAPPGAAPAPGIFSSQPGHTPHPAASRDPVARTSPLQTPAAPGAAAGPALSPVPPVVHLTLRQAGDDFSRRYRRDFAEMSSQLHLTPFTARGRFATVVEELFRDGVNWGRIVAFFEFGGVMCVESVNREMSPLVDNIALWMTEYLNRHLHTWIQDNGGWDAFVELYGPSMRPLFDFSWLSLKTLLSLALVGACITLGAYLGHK
ABCG2 inh = ABCG2 efflux pump inhibitors, primary screen, multiplex with ABCB1, IgMXP3 cells, flow cytometry; JC-1 efflux; inhibition, % at 6.6 µM; 190,000 tested, 0.1% active;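 active = inhibition above 80%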;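 note: 0% = DMSO and 100% = nicardipine control wells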
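System: two drug-resistant human cell lines, ABCG2 and ABCB1; controls: nicardipine high and DMSO low controls; times: 10 min exposure at 25 °C with rotation, no wash; detection: flow cytometry of retained JC-1 fluorescence; read-out basis: percent efflux inhibition, scaled nicardipine 100% to DMSO 0%; doses: one concentration, 6.6 µM final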
Bim-Bcl-W = inhibitors of Bim binding to Bcl-W, primary screen, biochemical, multiplexed, bead-based flow cytometry | 190,000 tested, 0.02% active | AID 952, 2007 | inhibition, % at 10 µM | Bim peptide-Bcl-W binding | Bcl-2-like protein 2 (Homo sapiens), Q92843;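 note: 0% = bound tracer without compound and 100% = peptide blocker; higher means less fluorescent Bim peptide bound to Bcl-W beads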
* marks the source's active call; other numbers are inactive results; x = not tested or not shown. Cut-off read from the data, not from the text of the source, unless noted: active = inhibition above about 40%.

1. Cc1ccc(C2CC(c3ccc(F)cc3)Nc3nc(N)nn32)cc1 (stereo unspecified)
2. Cc1cc(C)cc(OCC(=O)NNC(=O)c2cc3ccccc3o2)c1
3. O=C(O)c1ccc(N2C(=O)CC(SC(=Nc3ccccc3)Nc3ccccc3)C2=O)cc1 (stereo unspecified)
4. O=C(Cn1nnc(-c2ccccc2)n1)NCc1ccco1
5. Cn1c(=O)c2cc(S(=O)(=O)NCCC(=O)Nc3ccc(Cl)cc3)ccc2n(C)c1=O
6. O=C(CN1CCN(c2ccccc2)CC1)Nc1ccc2c(c1)CCC2

assay / entry	1	2	3	4	5	6
ABCB1 block	-2.8	0.2	0.5	0.4	0.0	x
RGS4-Gao reg	103	98	105	91	97	112
Bcl-B Bim block	-2	-4	-9	-2	0	-6
Mcl-1 Bim block	3	-3	-6	-2	0	-5
Bim-Bcl-XL	-2	-6	-11	-4	-4	-5
RGS8-Gao	100	102	106	83	105	108
Bfl-1 Bim block	-6	0	-1	0	-3	-7
RGS7-Gao reg	96	94	105	93	96	113
Bcl-2 Bim block	-4	2	-4	-1	-1	-3
ABCG2 inh	-3	5	4	1	-2	2
Bim-Bcl-W	0	-3	-7	0	-3	-2

7. Cc1cc(C)n2c(SCc3c(C)noc3C)nnc2n1
8. CCOc1c2ccc(C(=O)NCc3ccc4c(c3)OCO4)cc2nn1CC
9. CC(C)n1cc(/C=C(\C#N)S(=O)(=O)c2ccccc2)c2ccccc21
10. CCN(C(=O)COc1cc(=O)n(CC)c2ccccc12)c1cc(Cl)ccc1OC
11. CCOC(=O)c1sc2nc(NC(=O)C(C)(C)C)sc2c1C
12. Cc1ccc(-c2n[nH]c(=S)n2/N=C/c2ccc(C)s2)cc1

assay / entry	7	8	9	10	11	12
ABCB1 block	0.2	0.7	0.6	5.8	0.5	-0.2
RGS4-Gao reg	100	102	99	101	100	99
Bcl-B Bim block	-6	0	-10	-5	-5	-39
Mcl-1 Bim block	-4	0	-2	1	-1	-3
Bim-Bcl-XL	-5	3	-6	0	-6	0
RGS8-Gao	107	101	98	99	105	98
Bfl-1 Bim block	-4	0	-12	-9	-10	-1
RGS7-Gao reg	102	106	100	99	103	104
Bcl-2 Bim block	-4	-1	-5	-4	-2	-3
ABCG2 inh	3	3	2	5	3	0
Bim-Bcl-W	-7	-3	0	1	0	-1

Some of these compounds in order of their number in RGS7-Gao reg, lowest first:
nr	structure	RGS4-Gao reg	Bcl-B Bim block	Mcl-1 Bim block	Bim-Bcl-XL	RGS8-Gao	Bfl-1 Bim block	RGS7-Gao reg	Bcl-2 Bim block	ABCG2 inh	Bim-Bcl-W
10	CCN(C(=O)COc1cc(=O)n(CC)c2ccccc12)c1cc(Cl)ccc1OC	101	-5	1	0	99	-9	99	-4	5	1
7	Cc1cc(C)n2c(SCc3c(C)noc3C)nnc2n1	100	-6	-4	-5	107	-4	102	-4	3	-7
8	CCOc1c2ccc(C(=O)NCc3ccc4c(c3)OCO4)cc2nn1CC	102	0	0	3	101	0	106	-1	3	-3

Gathered by group: those above containing two or more sulfur atoms (two)
11. CCOC(=O)c1sc2nc(NC(=O)C(C)(C)C)sc2c1C
12. Cc1ccc(-c2n[nH]c(=S)n2/N=C/c2ccc(C)s2)cc1

assay / entry	11	12
ABCB1 block	0.5	-0.2
RGS4-Gao reg	100	99
Bcl-B Bim block	-5	-39
Mcl-1 Bim block	-1	-3
Bim-Bcl-XL	-6	0
RGS8-Gao	105	98
Bfl-1 Bim block	-10	-1
RGS7-Gao reg	103	104
Bcl-2 Bim block	-2	-3
ABCG2 inh	3	0
Bim-Bcl-W	0	-1

Additional records:
13. COc1ccc(CSc2nnnn2C)cc1F
14. Cc1cc(N2CCCC2)nc2ccc(NC(=S)NCCCOC(C)C)cc12
15. N/C(=N\OC(=O)COc1ccc(Br)cc1Cl)c1cccnc1
16. CCN(c1ccccc1)c1cc(C)nc2ncnn12
17. CSc1nc(-c2ccccc2)nc(SC)c1C(C)=O
18. CC/C(=N/Nc1cccc(C)c1)c1cnnc(SC)n1

assay / entry	13	14	15	16	17	18
ABCB1 block	0.1	-0.4	x	0.0	1.3	0.8
RGS4-Gao reg	103	101	95	98	98	90
Bcl-B Bim block	-9	-7	-7	3	-2	-9
Mcl-1 Bim block	0	0	-7	0	-6	-9
Bim-Bcl-XL	-3	-1	-4	0	0	-6
RGS8-Gao	102	98	95	99	98	98
Bfl-1 Bim block	-12	0	-1	0	0	-1
RGS7-Gao reg	100	98	101	103	99	90
Bcl-2 Bim block	-12	-1	2	3	-2	-5
ABCG2 inh	1	0	9	0	8	11
Bim-Bcl-W	0	0	-2	3	0	-7

Entries 16 to 18 from above:
16. CCN(c1ccccc1)c1cc(C)nc2ncnn12
17. CSc1nc(-c2ccccc2)nc(SC)c1C(C)=O
18. CC/C(=N/Nc1cccc(C)c1)c1cnnc(SC)n1

assay / entry	16	17	18
ABCB1 block	0.0	1.3	0.8
RGS4-Gao reg	98	98	90
Bcl-B Bim block	3	-2	-9
Mcl-1 Bim block	0	-6	-9
Bim-Bcl-XL	0	0	-6
RGS8-Gao	99	98	98
Bfl-1 Bim block	0	0	-1
RGS7-Gao reg	103	99	90
Bcl-2 Bim block	3	-2	-5
ABCG2 inh	0	8	11
Bim-Bcl-W	3	0	-7

Remaining list, next part
19. COc1ccc(/C=N\NC(=O)c2cc(OCC(F)(F)F)ccc2OCC(F)(F)F)cc1
20. O=C(CCc1nc2ccccc2c(=O)[nH]1)OCc1cccc(C(F)(F)F)c1
21. O=c1cc(N2CCN(Cc3ccccc3)CC2)c(-c2ccccc2)n[nH]1
22. O=C(Nc1ccccc1Cl)NC1(C(=O)NCCCN2CCOCC2)CCCCC1
23. CCOC(=O)C1CCN(S(=O)(=O)c2ccc(C(C)=O)cc2)CC1
24. Cn1c(SCc2c(Cl)cccc2Cl)nnc1-c1cccs1

assay / entry	19	20	21	22	23	24
ABCB1 block	0.1	0.6	0.5	0.1	0.2	1.4
RGS4-Gao reg	94	95	101	111	99	97
Bcl-B Bim block	-10	-11	0	0	-5	-12
Mcl-1 Bim block	-5	-4	-3	-2	-2	-4
Bim-Bcl-XL	0	-9	-2	1	-5	-2
RGS8-Gao	96	95	102	100	112	97
Bfl-1 Bim block	-8	-18	-2	1	3	-14
RGS7-Gao reg	101	94	100	106	102	96
Bcl-2 Bim block	-6	-7	0	0	1	-11
ABCG2 inh	2	8	2	0	1	9
Bim-Bcl-W	2	-5	-2	-1	-3	0

25. Clc1ncccc1-c1nc2ccccc2s1
26. CC(=O)c1ccc(N(C(=O)CNC(=O)c2ccco2)C(C(=O)NCC2CCCO2)c2ccccc2)cc1 (stereo unspecified)
27. Cc1cccc(C)c1NC(=O)CSc1nnc(Cc2ccccc2)o1
28. CCCNC(=O)Nc1ccc2c(c1)N(C)C(=O)c1ccccc1S2
29. N#Cc1ccc(COC(=O)Cn2nnc(-c3ccccc3)n2)cc1
30. O=C(c1ccco1)N1CCN(C2CC(=O)N(c3ccc4c(c3)OCO4)C2=O)CC1 (stereo unspecified)

assay / entry	25	26	27	28	29	30
ABCB1 block	0.4	-0.1	0.8	0.8	1.4	0.3
RGS4-Gao reg	101	101	107	110	100	101
Bcl-B Bim block	-4	1	-5	-12	-11	-9
Mcl-1 Bim block	-2	0	-3	-1	-6	-2
Bim-Bcl-XL	-2	2	-6	-11	-8	-22
RGS8-Gao	100	101	100	100	102	100
Bfl-1 Bim block	-5	0	-4	-11	-25	-12
RGS7-Gao reg	102	98	103	107	101	98
Bcl-2 Bim block	-2	0	-4	-3	-15	-9
ABCG2 inh	8	3	3	2	13	1
Bim-Bcl-W	-1	-2	-1	-1	-5	-2

31. CCC(C)c1ccc(-c2cc(C(=O)OCC(=O)Nc3cc(C)on3)c3ccccc3n2)cc1 (stereo unspecified)
32. CCN1CCN(CCOc2ccccc2OCc2ccccc2)CC1
33. O=C(c1cccnc1)N1CCN(Cc2cccc(Br)c2)CC1
34. Cc1ccccc1-c1nnc(-c2ccc(Cl)cc2)o1
35. Cc1nn(C)c(C(=O)N/N=C/c2ccccc2)c1[N+](=O)[O-]
36. Cc1ccc(OCCN2C(=O)c3ccccc3C2=O)cc1

assay / entry	31	32	33	34	35	36
ABCB1 block	-0.1	0.6	0.3	0.3	1.0	0.3
RGS4-Gao reg	99	96	102	102	102	92
Bcl-B Bim block	-11	-3	-3	-5	-5	-4
Mcl-1 Bim block	-2	-6	0	-3	1	-3
Bim-Bcl-XL	-3	-2	-4	-7	-2	-4
RGS8-Gao	95	100	103	104	99	91
Bfl-1 Bim block	-9	-9	-7	-10	-10	-5
RGS7-Gao reg	98	100	102	103	101	91
Bcl-2 Bim block	-8	-4	0	-10	-9	0
ABCG2 inh	0	2	1	39	2	1
Bim-Bcl-W	1	-3	0	-3	0	-4

37. O=C1NC(c2ccccc2)(C(F)(F)F)SC2=CCCCCN12 (stereo unspecified)
38. COc1ccc(/C=N/NC(=O)C2CCN(c3ncc(C(F)(F)F)cc3Cl)CC2)cc1
39. CC(=C\c1ccccc1)/C=C1/SC(=S)N(CCC(=O)Nc2ccccn2)C1=O
40. Cc1ccc(-n2c(Cc3ccccc3)nnc2SCC(=O)NNC(=O)Cc2ccccc2)cc1
41. O=C(CCC(NC(=O)OCc1ccccc1)C(=O)OCc1ccccc1)NCC(=O)OCc1ccccc1 (stereo unspecified)
42. CS(=O)(=O)N1CCCC(c2nc(-c3ccc(S(=O)(=O)NCc4ccccc4)cc3)no2)C1 (stereo unspecified)

assay / entry	37	38	39	40	41	42
ABCB1 block	0.6	0.5	-1.1	0.2	-0.3	1.7
RGS4-Gao reg	103	102	104	96	89	102
Bcl-B Bim block	-2	-4	-9	-4	-3	-11
Mcl-1 Bim block	26	0	-1	-1	-1	-4
Bim-Bcl-XL	-1	0	-3	-8	-5	-9
RGS8-Gao	126	102	100	99	93	101
Bfl-1 Bim block	6	-8	-2	-7	0	-16
RGS7-Gao reg	102	100	102	96	85	108
Bcl-2 Bim block	3	-2	-2	-6	-1	-12
ABCG2 inh	0	3	-3	2	-4	12
Bim-Bcl-W	12	1	-4	0	-1	-3
